High-throughput results (PubChem BioAssay)
M4 PAM – CHRM4 positive allosteric modulation; CHO-K1 hM4/Gqi5, Fluo-8 calcium fluorescence, ACh EC20; 0% = ACh EC20, 100% = maximal ACh; activation, % at 3 µM; 360,000 compounds, 0.4% hits;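 active means activation above its plate's cutoff, the mean activation of sample wells plus 3 SD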; further: some results filed as inactive read as strong as hits
CHRM4 agonist – agonists of human muscarinic M4 receptor (CHRM4); P08173; CHO-K1 hM4/Gqi5, Fluo-8 calcium fluorescence; vehicle 0%, full acetylcholine response 100%; activation, % at 3 µM; 360,000 compounds, 0.14% hits; AID 624127;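 active means activation above the run mean over all test wells plus 3 SD, cut at about 32% in these data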;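 further: peak over basal fluorescence ratio per well then scaled between controls; 0% = DMSO wells and 100% = acetylcholine at EC100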
CRFR2-BP antag – antagonists of CRF-binding protein/CRF-R2 receptor complex; HEK293 CRF-R2/CRF-BP, CRF-induced calcium fluorescence; inhibition, % at 11.8 µM; 350,000 compounds, 0.59% hits;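 active means inhibition of the ligand-induced calcium signal above about 50% at the single tested concentration, limit read from the data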
M5 PAM – potentiates acetylcholine response at human M5 receptor. P08912. CHO-K1 hM5, Fluo-8 calcium, ACh EC20 PAM; 0% = ACh EC20, 100% = ACh EC100. activation, % at 3 µM. 360,000 compounds, 0.3% hits. AID 624038;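 active means activation above the run cutoff, the mean activation of all test compounds plus 3 SD, cut at about 18% in these data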
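Probe or stimulus: acetylcholine, EC20 level; Assay system: human M5 receptor in CHO-K1 cells; Schedule: compound preincubation 140 s before EC20 acetylcholine addition; Technique: intracellular calcium via Fluo-8 fluorescence; Dosing: single-point, 3 µM nominal; Read-out basis: percent activation from peak-over-basal fluorescence ratio, scaled EC20-to-EC100 acetylcholine; Repeats: one well per compound, no replicates.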
IDE cell inh – inhibits human insulin-degrading enzyme in HEK cells. P14735. FAbetaB cleavage, fluorescence polarization. inhibition, % at 5.59 µM. 320,000 compounds, 0.41% hits;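 active means percent inhibition above the average of all tested compounds plus 3 SD, set per screening campaign, cut at about 16% in these data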;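 further: IDE supplied by intact live HEK cells; FP after avidin binding of uncleaved biotin substrate so inhibition keeps polarization high; 0% = DMSO wells and 100% = 60 µM reference IDE inhibitor Ii1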
Target sequence (P14735 whole entry, looked up): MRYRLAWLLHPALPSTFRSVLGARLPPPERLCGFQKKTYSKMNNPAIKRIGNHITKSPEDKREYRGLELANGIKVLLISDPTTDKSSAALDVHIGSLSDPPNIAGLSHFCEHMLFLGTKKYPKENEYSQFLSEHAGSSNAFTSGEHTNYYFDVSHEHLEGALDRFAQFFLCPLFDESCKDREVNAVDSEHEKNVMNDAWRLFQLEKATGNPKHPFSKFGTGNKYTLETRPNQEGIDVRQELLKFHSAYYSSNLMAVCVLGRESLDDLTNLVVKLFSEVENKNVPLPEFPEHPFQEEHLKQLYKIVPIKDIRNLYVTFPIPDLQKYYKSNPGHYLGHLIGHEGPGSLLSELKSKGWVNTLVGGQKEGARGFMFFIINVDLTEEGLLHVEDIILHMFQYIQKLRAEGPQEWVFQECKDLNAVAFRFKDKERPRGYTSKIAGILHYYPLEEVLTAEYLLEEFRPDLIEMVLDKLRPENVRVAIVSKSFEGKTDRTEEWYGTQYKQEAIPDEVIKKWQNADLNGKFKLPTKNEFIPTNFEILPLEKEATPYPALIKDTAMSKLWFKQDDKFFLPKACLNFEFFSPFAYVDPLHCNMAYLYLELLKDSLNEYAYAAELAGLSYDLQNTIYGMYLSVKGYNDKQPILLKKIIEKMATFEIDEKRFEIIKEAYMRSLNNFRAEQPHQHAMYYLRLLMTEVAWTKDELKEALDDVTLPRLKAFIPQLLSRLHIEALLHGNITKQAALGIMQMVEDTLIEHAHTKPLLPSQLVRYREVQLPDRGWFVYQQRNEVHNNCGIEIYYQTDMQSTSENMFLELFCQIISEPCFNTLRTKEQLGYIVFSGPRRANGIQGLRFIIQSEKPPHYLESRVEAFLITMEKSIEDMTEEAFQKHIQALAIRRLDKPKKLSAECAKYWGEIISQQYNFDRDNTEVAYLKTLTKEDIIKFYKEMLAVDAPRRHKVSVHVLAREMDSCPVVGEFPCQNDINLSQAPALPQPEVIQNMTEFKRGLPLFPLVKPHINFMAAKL
M4 antag – antagonists of human muscarinic M4 receptor (CHRM4); inhibition, % at 3 µM; CHO-hM4 cells, ACh EC80, Fluo-8 calcium fluorescence; AID 624125; P08173; 360,000 compounds, 0.73% hits;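 active means inhibition above its plate's cutoff, the mean inhibition of sample wells plus 3 SD, cut at about 27% in these data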;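 further: 0% = acetylcholine EC80 with DMSO and 100% = DMSO without agonist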
CRFR2-BP ag – CRF-BP/CRF-R2 complex agonism; HEK293 CRF-R2/CRF-BP, calcium dye fluorescence (FLIPR); percent of saturating CRF peptide response; activation, % at 13.2 µM; 350,000 compounds, 0.46% hits;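 active means activation of at least 50%, plus an integration ratio under a set limit after plate pattern correction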;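 further: plate controls were neutral control wells without compound for no effect and CRF at EC100 for full effect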
M5 antag – blocks acetylcholine activation of human M5 receptor; AID 624040; 360,000 compounds, 0.59% hits; CHO-hM5 cells, Fluo-8 calcium fluorescence, ACh EC80; inhibition, % at 3 µM;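 active means inhibition above a per-plate cutoff, the mean of that plate's test compounds plus 3 SD, cut at about 27% in these data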;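 further: 0% = acetylcholine EC80 with DMSO and 100% = DMSO without agonist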
CHRM5 agonist – agonists of human muscarinic M5 receptor (CHRM5); CHO-K1 hM5 cells, Fluo-8 calcium fluorescence; 0% DMSO wells, 100% maximal acetylcholine response; AID 624037; 360,000 compounds, 0.19% hits; activation, % at 3 µM; P08912;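 active means activation above the run's mean over test compounds plus 3 SD, cut at about 23% in these data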;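 further: signal is peak over basal fluorescence ratio across the kinetic read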
Numbers without * were called inactive; . = not tested or not shown; & = joins results of further samples.

M4 PAM	CHRM4 agonist	CRFR2-BP antag	M5 PAM	IDE cell inh	M4 antag	CRFR2-BP ag	M5 antag	CHRM5 agonist	Compound
4	1	-6	2	1	-1	0.0	-2	1	CN(Cc1ccccc1)C(=O)COc1cc(=O)n(C)c2ccccc12
-6	0	-15	-2	.	8	-1.7	13	2	Oc1c(Cl)cc(Cl)c2cccnc12
4	2	8	-1	0	-2	-1.2	7	3	CCC1(NC(C)=O)CC2CC1CC2NC(C)=O (configuration not stated)
3	0	9	4	-4	-4	-0.7	2	-1	CCc1cccc(C)c1NC(=O)CC1Oc2ccc(C)cc2NC1=O (configuration not stated)
5	1	-5	4	-2	4	-1.8	-2	-3	Cc1ccc(C(=O)Nc2ncc(Cc3ccc(F)cc3)s2)o1
10	0	-16	-6	7	-14	-0.1	-1	2	COc1cccc(NC(=O)CSc2nnc(Cc3cccn3C)n2-c2ccc(F)cc2)c1
-1	0	-4	1	.	-4	0.1	1	0	CCN(C(=O)Nc1cccc(Cl)c1)c1ccccc1
7	1	-17	11	4	-1	10	-15	-2	CCn1c(=S)sc2c(=O)n(CC(=O)Nc3ccccc3OC)c(C)nc21
-8	7	16	-13	-1	2	-0.9	6	-5	Cc1ccc(C(=O)NCCc2cccc(Cl)c2)cc1[N+](=O)[O-]
2	2	14	-3	1	-10	1.2	6	-2	COc1ccc(NC(=O)Cn2nnc(C(=O)Nc3ccc(F)c(Cl)c3)c2N)cc1
1	1	12	-3	-2	2	-1.6	-4	-2	O=C(NCc1ccccn1)C1C2C=CC(C2)C1C(=O)Nc1ccc(F)cc1 (configuration not stated)
-7	.	-22	-7	-1	10	-1.3	5	5	Cc1ccc(NC(=O)C(C)c2cccc(C(=O)c3ccccc3)c2)cc1 (configuration not stated)
0	4	0	-4	.	2	-0.4	7	0	Cc1cccc(C)c1NC(=O)CNC(=O)c1ccc(N2CCOCC2)c([N+](=O)[O-])c1
-1	0	0	-6	12	-2	1.0	-2	-5	Cc1ccc(NS(=O)(=O)c2ccc(NC(=O)c3ccc(-c4ccccc4)cc3)cc2)c(C)c1
5&1	2&1	7&-7	5&5	0	-7&3	6.3&20	-5&-8	-2&-1	COc1ccc2c(C=Nc3c(C)n(C)n(-c4ccccc4)c3=O)c(O)n(Cc3ccco3)c(=O)c2c1
-15	11	-1	-15	0	-7	-0.2	23	-2	COc1ccc(OC)c(/C=N/NC(=O)c2ccc3nc[nH]c3c2)c1
-6	4	0	-4	-3	15	-2.1	11	-1	COC(=O)C1CC(=O)N(c2ccc(OCc3ccccc3Cl)cc2)C1 (configuration not stated)
-2	10	-5	-9	-2	-10	0.2	12	3	Cc1ccc(S(=O)(=O)N2CCOCC2)cc1C(=O)OC(C)C(=O)c1ccccc1 (configuration not stated)
-1	14	-16	-7	3	1	14	5	3	CC1(C)CC(=O)C2=C(C1)OC(N)=C(C#N)C2c1ccc[nH]1 (configuration not stated)
3	0	-7	-3	2	-7	13	-8	-1	COc1cc(OC)cc(C(=O)N/N=C/c2ccc(OC)c(COc3ccc4ccccc4c3)c2)c1

Only M5 PAM, for 3 of the compounds above:
| canonical_smiles | M5 PAM |
| --- | --- |
| Cc1ccc(NS(=O)(=O)c2ccc(NC(=O)c3ccc(-c4ccccc4)cc3)cc2)c(C)c1 | -6 |
| COc1ccc2c(C=Nc3c(C)n(C)n(-c4ccccc4)c3=O)c(O)n(Cc3ccco3)c(=O)c2c1 | 5&5 |
| COc1ccc(OC)c(/C=N/NC(=O)c2ccc3nc[nH]c3c2)c1 | -15 |

The list goes on.
M4 PAM	CHRM4 agonist	CRFR2-BP antag	M5 PAM	IDE cell inh	M4 antag	CRFR2-BP ag	M5 antag	CHRM5 agonist	Compound
-5	1	12	-1	0	7	-1.7	5	2	CCCCC1NC(C(=O)O)CS1 (configuration not stated)
-4	3	2	4	3	4	-3.9	-7	1	N#Cc1ccc(CSCC(=O)NN=C2CCCC2)cc1
5	6	19	-1	1	1	2.3	-1	-1	Cc1cc(S(=O)(=O)N2CCN(c3ccc(F)cc3)CC2)ccc1-n1cnnn1
2	0	-8	-6	4	-7	-2.0	0	-3	CC(C)c1ccccc1OCCNS(C)(=O)=O
2	1	-9	-1	-2	-5	-1.1	4	-1	C=CCSc1nc2c(c(=O)[nH]c(=O)n2C)n1C(C)C
0	6	-12	-4	-1	-4	2.0	5	11	COc1ccc(C2(C)NC(=O)N(CC(=O)c3ccc4c(c3)OCO4)C2=O)cc1 (configuration not stated)
-2	1	11	-5	0	-4	0.5	10	-1	O=C(CCNC(=O)c1ccco1)Nc1ccc(Cl)cc1
-3	0	5	-2	5	-9	-1.5	7	2	CC(Cc1ccccc1)C(=O)NCCO (configuration not stated)
-5	7	2	-8	6	-12	-0.9	5	1	CCCCc1cc(=O)oc2cc(C)cc(OCC(=O)NCc3ccncc3)c12
4	0	-11	-1	6	-2	0.8	-1	-5	Cc1onc(-c2ccccc2)c1C(=O)NCc1ccccn1
-12	4	-5	-11	2	11	3.5	7	1	CCC(=O)N1CCC2(CC1)Oc1ccc(Cl)cc1C(=O)C21CC(c2ccc(Cl)cc2)=NO1 (configuration not stated)
7	2	-20	8	9	-2	8.7	-2	-1	NC(=O)CSc1nccn1Cc1ccc2c(c1)OCO2
0	1	.	-2	.	-6	.	-2	2	CC(C)NC(=O)C1(C)CN(S(C)(=O)=O)CC(=O)N1Cc1cccc(C(F)(F)F)c1 (configuration not stated)
7	0	2	6	8	7	-4.4	7	-3	O=C(COC(=O)Cc1ccsc1)Nc1ccc(Cl)cc1F
4	0	6	2	.	8	0.8	3	5	CC(=O)NCc1ccc(C(=O)CN2C(=O)NC3(CCCCC3C)C2=O)s1 (configuration not stated)
-1	1	-1	-5	3	-2	-1.0	2	2	[O-]C1=N/[N+](=C/c2ccc(Cl)c(Cl)c2)CC1
-2	3	-1	-15	1	-12	-0.5	13	-4	Cc1ccc(Nc2c([N+](=O)[O-])cc(C(=O)N3CC(=O)Nc4ccccc43)cc2[N+](=O)[O-])c(C)c1
7	0	-3	0	-1	-2	0.5	-2	7	COc1ccc(NC(=O)OCCN2CCN(Cc3ccccc3)CCC2=O)cc1
2	1	-2	6	7	-5	-0.7	-5	2	O=[N+]([O-])c1ccc(/C=N/NS(=O)(=O)c2ccc(Cl)cc2)o1
13	0	2	6	5	9	4.5	-2	-2	CC(=O)C1C(=O)CC(C)(O)C(C(C)=O)C1c1ccc(N(C)C)cc1 (configuration not stated)
-9	10	-8	-9	7	-21	-1.1	-5	-2	COc1ccccc1Nc1nn2c(=O)c3ccc(C(=O)N4CCCC(C)C4)cc3nc2s1 (configuration not stated)
-5	0	4	3	-1	6	-0.4	4	-1	S=C(NCc1ccco1)N1CCOCC1
0	1	-1	-1	0	-8	0.2	2	0	CCN(CC)S(=O)(=O)c1cccc(C(=O)NC2CCCCC2)c1
9	1	5	8	.	-11	2.6	-7	0	NC(=O)C1CCCN(C(=O)c2cccc(NC(=O)c3cccs3)c2)C1 (configuration not stated)
-3	0	5	-2	4	8	20	6	-7	CC1CC(C)CN(CCCNC(=O)CN2C(=O)COc3ccc(S(=O)(=O)N4CCOCC4)cc32)C1 (configuration not stated)
0	1	9	3	7	0	-0.3	3	-1	CN(CCO)c1nc(NCc2ccccc2)c2cnn(C)c2n1
9	3	4	3	-1	-8	1.1	3	-1	Cc1ccccc1OS(=O)(=O)c1cn(C)c(=O)n(C)c1=O
7	-1	-15	4	-1	3	2.4	-5	2	O=C1C(=O)N(c2cccc(Cl)c2)C(c2ccccc2[N+](=O)[O-])/C1=C(\O)c1ccccc1 (configuration not stated)
3	1	-33	7	5	0	1.8	4	-5	COc1ccc(S(=O)(=O)n2cccc2)c(OC)c1
7	1	-11	11	0	0	-0.1	-4	5	COc1cc2c(cc1OC)C(c1ccccc1Br)NC(=O)C2 (configuration not stated)
-7	1	9	5	-3	11	2.6	-1	0	NS(=O)(=O)c1ccc(-c2ccc(C=NC3CCS(=O)(=O)C3)o2)cc1 (configuration not stated)
-11	0	6	1	.	18	0.3	-7	-1	C[C@H]1CN([C@@H](C)CO)C(=O)c2c(c3ccccc3n2C)-c2ccccc2CO[C@H]1CN(C)C(=O)[C@@H]1CCCN1C
1	2	14	0	2	-8	0.0	5	0	CC(=O)N1c2ccc(S(=O)(=O)NCCC(=O)NCc3ccc(F)cc3)cc2CC1C (configuration not stated)
-12	9	9	-11	.	11	-0.6	17	0	Cc1cc(C)c(CN2CCN(C(=O)Cn3cnc4c(NCc5ccccc5)ncnc43)CC2)c(C)c1
-3	1	-17	0	-5	8	-0.7	11	-8	CCCCN1C(Nc2ccccc2)=NC[C@@H]1Cc1ccccc1
-3	0	4	2	-3	-1	0.7	-3	0	CC(C)OCCCNCc1cccs1
2	1	-6	-5	3	-12	-3.1	2	0	O=C(CCNS(=O)(=O)c1ccccc1C(F)(F)F)NNC(=O)C1COc2ccccc2O1 (configuration not stated)
13	3	-18	5	1	-11	0.6	-10	0	O=C(Nc1ccccc1)N(CCN1CCOCC1)Cc1cccc(Cl)c1
-3	2	6	-3	-7	3	0.6	-1	-3	CCOC(=O)C1CCN(CC(C)(C)NS(=O)(=O)c2ccccc2)CC1
-10	2	4	-7	8	4	-4.6	2	3	COc1ccccc1N1CCN(c2cc(C)nc3nc(C)nn23)CC1

Look-ups from the entries so far.
Cc1ccc(S(=O)(=O)N2CCOCC2)cc1C(=O)OC(C)C(=O)c1ccccc1 (configuration not stated) in M4 PAM is entered as -2
S=C(NCc1ccco1)N1CCOCC1 in M4 PAM is entered as -5

Further compounds:
M4 PAM	CHRM4 agonist	CRFR2-BP antag	M5 PAM	IDE cell inh	M4 antag	CRFR2-BP ag	M5 antag	CHRM5 agonist	Compound
11	3	-18	-1	6	4	-0.9	13	-4	N#Cc1nc(COc2cccc(Cl)c2)oc1NCCN1CCOCC1
-5	1	10	1	-1	3	-0.8	0	-1	CC(C)(CO)N1CCN(C(=S)Nc2ccccc2)CC1
0	5	31	-4	7	-10	-1.8	-8	-4	O=C1CC(c2c[nH]c3ccccc23)C(=O)N1c1ccccc1 (configuration not stated)
4	3	1	-4	2	-2	0.5	-3	3	O=C(CN(Cc1ccccc1F)C(=O)Cn1nnc(-c2cccs2)n1)NCC1CCCO1 (configuration not stated)
-5	25	-9	-13	1	7	0.2	19	6	COc1cc(/C=N/NC(=O)NC23CC4CC(CC(C4)C2)C3)ccc1OCC(N)=O
1	2	-16	12	-4	-5	1.2	2	-1	CC(C)C(NS(=O)(=O)c1cc(C(=O)O)ccc1Cl)C(=O)O (configuration not stated)
6	5	6	3	8	6	-0.6	-2	2	CC(=O)c1ccc(NC(=O)c2cccs2)cc1
3	2	7	-10	0	1	2.2	13	-6	OC(COCc1ccccc1)CN1CCN(c2ccccc2F)CC1 (configuration not stated)
-2	0	-3	-1	-2	4	2.1	1	-1	O=C1CSC2(CCCCC2)N1CCO
7	2	-6	-1	10	9	0.4	8	0	CC(O)c1nc2ccccc2n1CC(=O)Nc1ccc(F)cc1Cl (configuration not stated)

Pulled by structure from the entries so far:
M4 PAM	CHRM4 agonist	CRFR2-BP antag	M5 PAM	IDE cell inh	M4 antag	CRFR2-BP ag	M5 antag	CHRM5 agonist	Compound
-5	1	10	1	-1	3	-0.8	0	-1	CC(C)(CO)N1CCN(C(=S)Nc2ccccc2)CC1
-2	0	-3	-1	-2	4	2.1	1	-1	O=C1CSC2(CCCCC2)N1CCO
